Source: PubChem BioAssay (Broad Institute)
STK33 kin inh – blocks human STK33 kinase activity; Q9BYT3; ADP-Glo luminescence, MBP substrate; inhibition, % at 12.5 µM; 27,000 tested, 0.44% active; in the data active = inhibition above about 20%; inconclusive = no clear call, values can overlap the other calls
Target sequence (Q9BYT3 whole entry, looked up): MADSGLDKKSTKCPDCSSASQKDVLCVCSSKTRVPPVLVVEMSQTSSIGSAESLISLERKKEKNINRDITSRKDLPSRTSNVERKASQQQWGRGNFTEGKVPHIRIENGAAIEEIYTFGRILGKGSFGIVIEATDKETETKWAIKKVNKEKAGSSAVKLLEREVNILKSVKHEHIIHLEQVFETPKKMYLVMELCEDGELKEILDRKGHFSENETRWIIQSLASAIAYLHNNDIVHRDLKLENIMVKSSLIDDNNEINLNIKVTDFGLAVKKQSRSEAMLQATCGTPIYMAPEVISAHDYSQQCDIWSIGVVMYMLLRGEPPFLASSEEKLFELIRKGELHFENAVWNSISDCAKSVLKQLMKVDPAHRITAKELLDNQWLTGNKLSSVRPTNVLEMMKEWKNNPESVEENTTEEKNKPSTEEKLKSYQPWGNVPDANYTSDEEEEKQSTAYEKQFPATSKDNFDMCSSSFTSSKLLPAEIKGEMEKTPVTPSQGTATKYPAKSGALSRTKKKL
mut p53 react – re-activators of the mutant p53 pathway; SW480 PUMA-promoter luciferase, p53 mutant reactivation; activation, % at 9.98 µM; 28,000 tested, 1.5% active; AID 624151; in the data active = activation above about 52%; inconclusive = no clear call, values can overlap the other calls
* = called active by the depositor; ? = inconclusive; · = no result given. Only part of the results is shown. The share of hits here may be higher or lower than overall.

cpd	Molecule	mut p53 react	STK33 kin inh
1	Cc1noc(C)c1S(=O)(=O)Nc1ccc2c(c1)CC(=O)N([C@@H](C)CO)C[C@@H](C)[C@H](CN(C)Cc1ccc3c(c1)OCO3)O2	-9	·
2	Cc1noc(C)c1S(=O)(=O)Nc1cccc2c1O[C@@H](CN(C)Cc1ccccc1)[C@@H](C)CN([C@H](C)CO)C2=O	1	·
3	NS(=O)(=O)c1ccc(CCNC(=O)c2cc(-c3cccnc3)nc3ccc(Cl)cc23)cc1	9	5
4	Cc1noc(C)c1NC(=O)Nc1cccc2c1O[C@@H](CN(C)S(=O)(=O)c1cn(C)cn1)[C@H](C)CN([C@@H](C)CO)C2=O	9	·
5	COc1cc(NC(=O)C(C)Oc2ccc(Cl)cc2Cl)ccc1NC(=O)c1ccco1 (centres undefined)	67*	9
6	CC(=O)Oc1ccccc1C(=O)Oc1ccccc1C(=O)O	·	1
7	CC(C)NC(=O)N(C)C[C@H]1OCc2cnnn2CCCC(=O)N([C@H](C)CO)C[C@@H]1C	1	-2
8	C[C@H](CO)N1C[C@H](C)[C@H](CN(C)C(=O)Nc2ccc(C(F)(F)F)cc2)Oc2ccc(NS(=O)(=O)c3cccs3)cc2C1=O	·	-1
9	COC(=O)c1ccc(Cl)c(NC(=O)C(C)N(c2ccc(C)cc2)S(C)(=O)=O)c1 (centres undefined)	0	-1
10	CC(C)NC(=O)N(C)C[C@H]1Oc2ccc(NC(=O)C3CC3)cc2CC(=O)N([C@H](C)CO)C[C@H]1C	1	-1
11	CCOC(=O)c1cc(-c2ccccc2)sc1NC(=S)Nc1cnccn1	-32	-5
12	CCCC(O)C#Cc1cnc2c(c1)C(=O)N([C@H](C)CO)C[C@H](C)[C@H](CN(C)Cc1ccncc1)O2 (some centres undefined)	-3	0
13	C[C@@H]1CN([C@H](C)CO)C(=O)c2cc(NS(=O)(=O)c3ccc(F)cc3)ccc2O[C@H]1CN(C)Cc1ccc(-c2ccccc2)cc1	11	2
14	C=C1CCC[C@]2(C)CC[C@@](O)(C(=C)C(=O)O)C[C@@H]12	·	-3
15	C[C@H]1CCCCO[C@@H](CN(C)C(=O)C2CCCCC2)[C@@H](C)CN([C@@H](C)CO)C(=O)c2cc(NC(=O)c3ccccc3)ccc2O1	-6	·

cpd	Molecule	mut p53 react	STK33 kin inh
16	COc1ccc2[nH]c(=O)c(CN(C)C(=O)c3cccc(Cl)c3)cc2c1	5	-1
17	CC(C)[C@@H](C)NC(=O)N(C)C[C@@H]1OCc2ccccc2-c2c(n(C)c3ccccc23)C(=O)N([C@@H](C)CO)C[C@@H]1C	-6	·
18	Cc1ccc(N(CC(=O)Nc2ccc(F)cc2)S(C)(=O)=O)cc1	2	-2
19	C[C@H]1CN([C@@H](C)CO)C(=O)c2cccc(NC(=O)C3CCOCC3)c2O[C@H]1CN(C)Cc1ccc(Cl)c(Cl)c1	-3	·
20	COc1ccc(S(=O)(=O)N(C)CC(=O)Nc2cccc(SC)c2)cc1Cl	4	-1
21	CNC[C@H]1OCCCC[C@@H](C)Oc2ccc(NC(=O)Nc3ccc(C(F)(F)F)cc3)cc2C(=O)N([C@H](C)CO)C[C@@H]1C	·	-3
22	C[C@H](CO)N1C[C@H](C)[C@H](CN(C)Cc2ccc(-c3ccccc3)cc2)Oc2c(NC(=O)Nc3ccc(C(F)(F)F)cc3)cccc2C1=O	0	·
23	NC(N)=NC(=O)c1nc(Cl)c(N)nc1N	-5	1
24	COCCOC(=O)N1C(=O)[C@@]2(c3cc(C#CCCO)ccc31)[C@H](C(=O)NC[C@H](O)c1ccccc1)[C@H]1C(=O)O[C@H](c3ccccc3)[C@H](c3ccccc3)N1[C@@H]2c1ccccc1OCCO	·	6
25	CC(C)NC(=O)Nc1cccc2c1O[C@@H](CN(C)Cc1ccc(C(F)(F)F)cc1)[C@@H](C)CN([C@H](C)CO)C2=O	-3	·
26	C[C@@H]1CN([C@H](C)CO)C(=O)Cc2cc(NC(=O)CCN3CCOCC3)ccc2O[C@@H]1CN(C)Cc1ccc(-c2ccccc2)cc1	-8	-4
27	CC1(C)CC(=O)C2=C(C1)N(CCc1ccccc1)C(=O)C2(NC(=O)c1cccnc1)C(F)(F)F (centres undefined)	2	-6
28	C[C@@H]1CN([C@@H](C)CO)C(=O)Cc2cc(NC(=O)Nc3ccc(C(F)(F)F)cc3)ccc2O[C@H]1CN(C)C(=O)NC1CCCCC1	-37	·
29	C[C@@H]1CN([C@H](C)CO)C(=O)c2cc(NC(=O)Nc3ccc(C(F)(F)F)cc3)ccc2O[C@@H]1CN(C)C(=O)Nc1ccc(F)cc1	-62	·
30	COc1ccc(-c2cnc3c(c2)C(=O)N([C@@H](C)CO)C[C@H](C)[C@@H](CN(C)C(=O)Cc2ccccc2)O3)cc1	12	·

cpd	Molecule	mut p53 react	STK33 kin inh
31	COc1ccc(S(=O)(=O)Nc2ccc3c(c2)C(=O)N([C@H](C)CO)C[C@H](C)[C@H](CN(C)C(=O)Nc2ccccc2)OCCCC[C@@H](C)O3)cc1	·	2
32	COC(=O)c1ccccc1NC(=O)COc1ccc(C(C)(C)C)cc1Br	4	1
33	Cc1noc(C)c1S(=O)(=O)Nc1ccc2c(c1)C(=O)N([C@H](C)CO)C[C@H](C)[C@H](CN(C)Cc1ccncc1)O2	1	-4
34	Cc1noc(C)c1NC(=O)Nc1ccc2c(c1)C(=O)N([C@H](C)CO)C[C@H](C)[C@H](CN(C)S(=O)(=O)c1ccccc1)OCCCC[C@@H](C)O2	·	-1
35	C[C@@H]1CN([C@@H](C)CO)C(=O)c2cc(NC(=O)Cc3ccccc3)ccc2O[C@H]1CN(C)Cc1ccc(-c2ccccc2)cc1	-66	·
36	C[C@@H]1CN([C@H](C)CO)C(=O)Cc2cc(NC(=O)CCN3CCOCC3)ccc2O[C@@H]1CN(C)CC1CC1	·	0
37	C[C@H](CO)N1C[C@H](C)[C@H](CN(C)C(=O)c2ccc3c(c2)OCO3)Oc2cc(-c3cncnc3)ccc2S1(=O)=O	10	·
38	CCCCCCC[C@@H](O)CC(=O)CCc1ccc(O)c(OC)c1	1	-6
39	C[C@@H]1CN([C@H](C)CO)C(=O)c2cc(NC(=O)CCC(F)(F)F)ccc2O[C@H]1CN(C)S(=O)(=O)c1ccccc1	·	0
40	CC(Sc1nc2ccccc2[nH]1)C(=O)Nc1ccc(S(N)(=O)=O)cc1 (centres undefined)	5	-4
41	C[C@H]1CN([C@@H](C)CO)C(=O)c2cccc(NC(=O)c3cnccn3)c2O[C@H]1CN(C)CC1CC1	2	·
42	COc1ccc(CN(C)C[C@H]2Oc3ccc(NC(=O)NC4CCCCC4)cc3CC(=O)N([C@H](C)CO)C[C@H]2C)cc1	-2	-1
43	COc1cccc2cc(-c3nnc(SCC(=O)Nc4cccc(SC)c4)n3C)oc12	-26	11
44	C[C@H]1CN([C@@H](C)CO)C(=O)c2cccc(NC(=O)Nc3ccc(C(F)(F)F)cc3)c2O[C@@H]1CN(C)C(=O)Nc1ccc(F)cc1	0	·
45	C[C@@H]1CCCCO[C@@H](CN(C)C(=O)NC2CCCCC2)[C@@H](C)CN([C@H](C)CO)C(=O)c2cc(NC(=O)CCCN(C)C)ccc2O1	·	0

cpd	Molecule	mut p53 react	STK33 kin inh
46	COc1ccc(C(=O)C(C)Oc2cccc(NC(=O)c3cccc([N+](=O)[O-])c3)c2)cc1 (centres undefined)	20	0
47	Cc1ccccc1-n1nnnc1SCC(=O)Nc1cccc(Cl)c1Cl	0	2
48	C[C@@H]1CCCCO[C@@H](CN(C)C(=O)NC2CCCCC2)[C@@H](C)CN([C@H](C)CO)C(=O)c2cc(NS(=O)(=O)c3ccc(Cl)cc3)ccc2O1	·	2
49	Cc1ccc(S(=O)(=O)NCC(=O)Nc2ccc(Cl)cc2Cl)cc1	0	1
50	CCOC(=O)N1CCN(Cc2nc(N)nc(Nc3ccc(Oc4ccccc4)cc3)n2)CC1	-25	2
51	COc1ccc(OC)c(S(=O)(=O)Nc2ccc(C(=O)O)cc2)c1	-7	-5
52	O=S(=O)(NCc1ccccn1)c1ccc(I)cc1	14	-5
53	COc1ccc(-c2ccc(=N)n(CCCC(=O)O)n2)cc1	·	3
54	Cc1noc(C)c1S(=O)(=O)Nc1ccc2c(c1)CC(=O)N([C@H](C)CO)C[C@@H](C)[C@@H](CN(C)CC1CC1)O2	·	1
55	Cc1ccc(C(C)C)c(OCC(=O)Nc2cccc3ncccc23)c1	-13	12
56	C[C@H]1CN([C@@H](C)CO)C(=O)c2cccc(NC(=O)C3CCOCC3)c2O[C@@H]1CN(C)Cc1ccc(Oc2ccccc2)cc1	7	·
57	C[C@@H]1CN([C@@H](C)CO)C(=O)c2cccc(NC(=O)Nc3cccc4ccccc34)c2O[C@H]1CN(C)C(=O)Nc1cccc2ccccc12	-2	·
58	CC(C)NC(=O)N(C)C[C@@H]1Oc2c(NC(=O)C3CCCCC3)cccc2C(=O)N([C@H](C)CO)C[C@H]1C	-3	·
59	COc1ccc(CN(C)C[C@@H]2OCCCC[C@@H](C)Oc3ccc(NC(=O)Nc4ccc(OC)cc4)cc3C(=O)N([C@@H](C)CO)C[C@H]2C)cc1	-2	·
60	O=C(CSc1nnc(-c2ccc(Cl)cc2)o1)Nc1ccccc1	?	-1

cpd	Molecule	mut p53 react	STK33 kin inh
61	CC(C)NC(=O)Nc1ccc2c(c1)CC(=O)N([C@H](C)CO)C[C@@H](C)[C@H](CN(C)C(=O)Nc1ccc(C(F)(F)F)cc1)O2	·	-4
62	Cc1noc(C)c1NC(=O)N(C)C[C@H]1Oc2ccc(NS(=O)(=O)c3cn(C)cn3)cc2CC(=O)N([C@H](C)CO)C[C@@H]1C	1	·
63	O=C1C[C@@](C(=O)NCCN2CCOCC2)(c2ccc([N+](=O)[O-])cc2)[C@@H](c2ccc(CO)cc2I)N1CC12CC3CC(CC(C3)C1)C2	·	-4
64	C[C@H]1CN([C@@H](C)CO)C(=O)c2cc(NC(=O)Nc3ccc(C(F)(F)F)cc3)ccc2O[C@@H]1CN(C)C(=O)NC1CCCCC1	-13	1
65	CCOc1ccccc1NC(=O)CC1NCCNC1=O (centres undefined)	-9	1
66	C=CCc1ccc(O)c(-c2cc(CC=C)ccc2O)c1	3	·
67	CNC[C@@H]1OCCCC[C@H](C)Oc2ccc(NC(=O)NC(C)C)cc2C(=O)N([C@@H](C)CO)C[C@@H]1C	-7	·
68	COc1cc2c(cc1NC(=O)Cc1ccccc1[N+](=O)[O-])oc1ccccc12	87*	3
69	Cc1ccc(S(=O)(=O)c2nc(-c3cccs3)oc2NCc2cccnc2)cc1	-4	-1
70	CC(C)NC(=O)N(C)C[C@H]1OCCCC[C@H](C)Oc2ccc(NC(=O)Nc3cccc4ccccc34)cc2C(=O)N([C@H](C)CO)C[C@H]1C	-12	·
71	C[C@@H]1CN([C@@H](C)CO)C(=O)Cc2cc(NC(=O)C3CCCCC3)ccc2O[C@@H]1CN(C)Cc1ccc(Cl)c(Cl)c1	·	-2
72	COC(=O)c1ccc(CSc2nnc(-c3ccccc3)o2)o1	13	-3
73	C[C@H]1CN([C@@H](C)CO)C(=O)c2cc(NC(=O)Cn3cnnn3)ccc2O[C@@H]1CN(C)Cc1ccc2c(c1)OCO2	·	0
74	C[C@H]1CN([C@@H](C)CO)C(=O)Cc2cc(NS(=O)(=O)c3ccccc3)ccc2O[C@@H]1CN(C)S(=O)(=O)c1ccccc1	·	1
75	C[C@H](CO)N1C[C@H](C)[C@@H](CN(C)Cc2ccc(C(F)(F)F)cc2)Oc2c(NC(=O)C3CC3)cccc2C1=O	0	·

cpd	Molecule	mut p53 react	STK33 kin inh
76	Nc1nc(SCC(=O)c2ccc(Oc3ccccc3)cc2)n[nH]1	1	1
77	C[C@@H]1CN([C@H](C)CO)C(=O)CCCn2nncc2CO[C@H]1CN(C)Cc1cccc(C(=O)O)c1	·	-4
78	C[C@H]1CN([C@@H](C)CO)C(=O)Cc2cc(NC(=O)Nc3cccc4ccccc34)ccc2O[C@H]1CN(C)C(=O)Nc1ccccc1	·	-1
79	C=CCn1c(C(C)Oc2ccc(Cl)cc2Cl)n[nH]c1=S (centres undefined)	·	1
80	C[C@@H]1CN([C@H](C)CO)C(=O)Cc2cc(NC(=O)Nc3ccc(C(F)(F)F)cc3)ccc2O[C@H]1CN(C)C(=O)Nc1ccccc1	·	0
81	C[C@H](CO)N1C[C@H](C)[C@@H](CN(C)Cc2ccc(Cl)c(Cl)c2)OCc2cnnn2CCCC1=O	·	-2
82	CC(C)NC(=O)N(C)C[C@H]1Oc2ccc(NS(=O)(=O)c3cccs3)cc2CC(=O)N([C@H](C)CO)C[C@@H]1C	6	·
83	O=[N+]([O-])c1ccc(NCCCn2ccnc2)nc1	-3	1
84	C[C@@H]1CN([C@H](C)CO)C(=O)c2cc(NC(=O)Cn3cnnn3)ccc2O[C@H]1CN(C)C(=O)Nc1ccc(F)cc1	3	·
85	CN(C)CC(=O)Nc1ccc2c(c1)[C@@H]1C[C@@H](CC(=O)NCc3ccc4c(c3)OCO4)O[C@@H](CO)[C@@H]1O2	12	·

In the list so far, these have two or more sulfur atoms:
cpd	Molecule	mut p53 react	STK33 kin inh
8	C[C@H](CO)N1C[C@H](C)[C@H](CN(C)C(=O)Nc2ccc(C(F)(F)F)cc2)Oc2ccc(NS(=O)(=O)c3cccs3)cc2C1=O	·	-1
11	CCOC(=O)c1cc(-c2ccccc2)sc1NC(=S)Nc1cnccn1	-32	-5
20	COc1ccc(S(=O)(=O)N(C)CC(=O)Nc2cccc(SC)c2)cc1Cl	4	-1
40	CC(Sc1nc2ccccc2[nH]1)C(=O)Nc1ccc(S(N)(=O)=O)cc1 (centres undefined)	5	-4
43	COc1cccc2cc(-c3nnc(SCC(=O)Nc4cccc(SC)c4)n3C)oc12	-26	11
69	Cc1ccc(S(=O)(=O)c2nc(-c3cccs3)oc2NCc2cccnc2)cc1	-4	-1
74	C[C@H]1CN([C@@H](C)CO)C(=O)Cc2cc(NS(=O)(=O)c3ccccc3)ccc2O[C@@H]1CN(C)S(=O)(=O)c1ccccc1	·	1
82	CC(C)NC(=O)N(C)C[C@H]1Oc2ccc(NS(=O)(=O)c3cccs3)cc2CC(=O)N([C@H](C)CO)C[C@@H]1C	6	·
